AMA1-RON2 inh – inhibitors of Plasmodium falciparum AMA1-RON2 interaction | AlphaScreen AMA1-biotinylated RON2 peptide binding | AID 720542 | Potency, µM (top dose mostly 58.2 µM), inactives show top-dose activity change, negative = inhibition, usual class: inhibitors | hit rate 0.2% among 360,000;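 note: potency is the fitted concentration of half-maximal effect; 0% = vehicle wells and -100% = peptide control; nearly all actives have a fitted effect of over 45% in size; some results filed as inactive show a strong effect at the top dose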
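AMA1 (3D7) with his tag at 25 nM final met compounds first, then biotinylated RON2 peptide at 25 nM; detection used donor plus acceptor beads, 10 µg/mL apiece, read by AlphaScreen after 30 min at room temperature.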
TbPYK inhibitor – inhibitors of Trypanosoma brucei pyruvate kinase | TbPYK enzyme, Kinase-Glo Plus ATP luminescence, 45 min | Potency, µM (top dose mostly 76.8 µM), for inactives: top-dose activity, negative = inhibition, hits mostly inhibitors | AID 624173 | Q57TT1 | hit rate 0.12% among 410,000; note: potency is the fitted concentration of half-maximal effect; nearly all actives have a fitted effect of over 50% in size
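Assay buffer: 50 mM TEA pH 7.2, 100 mM KCl, 10 mM MgCl2, 0.05% BSA, 0.01% Tween-20. Pyruvate kinase from T. brucei plus substrate met compound, then ADP (130 uM final). Luminescence was read post 45 min RT.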
AmpC no deterg – blocks E. coli AmpC beta-lactamase in detergent-free assay; Potency, µM (highest dose often 57.1 µM), inactives show top-dose activity change, negative = inhibition, actives largely listed as inhibitors; P00811; AmpC nitrocefin hydrolysis, absorbance 480 nm, 0.0001% Triton; hit rate 0.52% among 330,000;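 note: potency is the fitted concentration of half-maximal effect; plate controls were no compound for no effect and no enzyme for full effect; nearly all actives have a fitted effect of over 20% in size; some results filed as inactive show a strong effect at the top dose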
Target sequence (P00811 whole entry, looked up): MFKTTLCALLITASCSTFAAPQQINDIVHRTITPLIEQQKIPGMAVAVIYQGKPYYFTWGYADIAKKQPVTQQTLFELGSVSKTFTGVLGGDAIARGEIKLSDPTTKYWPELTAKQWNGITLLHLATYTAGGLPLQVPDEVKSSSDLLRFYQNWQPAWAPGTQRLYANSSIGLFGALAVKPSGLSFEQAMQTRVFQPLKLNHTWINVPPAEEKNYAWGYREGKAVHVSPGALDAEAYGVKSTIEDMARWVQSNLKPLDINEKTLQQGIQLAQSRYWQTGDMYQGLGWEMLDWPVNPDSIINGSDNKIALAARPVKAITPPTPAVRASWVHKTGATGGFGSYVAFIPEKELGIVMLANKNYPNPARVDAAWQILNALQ
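20 mM phosphate pH 7.0 + 0.01% (detergent screen) or 0.0001% Triton X-100; 5.3 nM AmpC reagent; cpd preinc 15 min RT; nitrocefin (800 uM stock) to start; A480 q20 s × 4 min; Activity was normalised to no-enzyme and no-compound control wells.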
AmpC detergent – blocks E. coli AmpC beta-lactamase in detergent assay | P00811 | AmpC hydrolysis of nitrocefin, absorbance 480 nm, 0.01% Triton | Potency, µM (titrated, usually from 114 µM), for inactives: top-dose activity change, negative = inhibition, usual class: inhibitors | hit rate 0.041% among 370,000 | AID 485294;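 note: potency is the fitted concentration of half-maximal effect; 0% = no-compound wells and -100% = no-enzyme wells; nearly all actives have a fitted effect of over 25% in size; some results filed as inactive show a strong effect at the top dose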
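20 mM phosphate pH 7.0 + 0.01% (detergent screen) or 0.0001% Triton X-100; 5.3 nM AmpC reagent; cpd preinc 15 min RT; nitrocefin (800 uM stock) to start; A480 q20 s × 4 min; Activity was normalised to no-enzyme and no-compound control wells.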
HCMV antiviral – blocks human cytomegalovirus replication; HFF cells, HCMV-luciferase reporter, 72 h; stronger effect = lower value; hit rate 4.5% among 410,000; activity change, negative = inhibition, % at 57.5 µM; in the data active = activity change below about -60%; inconclusive = no clear call, values can overlap the other calls; inactive = above about -39%
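Luciferase read-out from HCMV-luciferase-infected HFFs (MOI 1 PFU/cell) 72 h post infection at 37C; compounds added after 16 h cell attachment; activity normalized between buffer-only basal and Salinomycin (10uM) inhibitor controls.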
LmPK inhibitor – blocks Leishmania mexicana pyruvate kinase activity; Q27686; purified LmPK, Kinase-Glo ATP luminescence, 1 h; Potency, µM (titrated, usually from 57.5 µM), without a hit: at the top dose activity change, negative = inhibition, hits mostly inhibitors; hit rate 0.37% among 290,000; note: potency is the fitted concentration of half-maximal effect
Target sequence (Q27686 whole entry, looked up): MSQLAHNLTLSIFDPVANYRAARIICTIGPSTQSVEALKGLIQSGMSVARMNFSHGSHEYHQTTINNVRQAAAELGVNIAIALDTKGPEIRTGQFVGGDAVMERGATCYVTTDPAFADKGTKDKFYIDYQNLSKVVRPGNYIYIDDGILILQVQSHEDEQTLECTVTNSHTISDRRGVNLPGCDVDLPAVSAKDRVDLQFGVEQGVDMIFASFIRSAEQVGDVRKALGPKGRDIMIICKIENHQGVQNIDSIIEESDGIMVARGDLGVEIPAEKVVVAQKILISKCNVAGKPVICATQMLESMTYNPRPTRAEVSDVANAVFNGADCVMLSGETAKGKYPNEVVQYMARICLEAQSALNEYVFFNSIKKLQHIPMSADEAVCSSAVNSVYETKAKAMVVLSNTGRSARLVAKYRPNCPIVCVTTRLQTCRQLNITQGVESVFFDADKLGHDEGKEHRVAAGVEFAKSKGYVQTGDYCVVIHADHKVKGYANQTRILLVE
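Pyruvate kinase activity monitored as ATP production (luciferase luminescence). Conditions: 0.1 nM enzyme, 0.5 mM PEP, 0.1 mM ADP, 1 h, RT; normalized against uninhibited and no-enzyme wells.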
HCV inh – blocks hepatitis C virus. Huh7.5.1 HCVcc-Cre infection, luciferase reporter, 44 h. Potency, µM (titrated, usually from 41.8 µM), inactives show top-dose activity change, negative = inhibition, most hits filed as inhibitors. hit rate 3.4% among 340,000; note: potency is the fitted concentration of half-maximal effect
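Cells seeded at 1,000/well and cultured 4 h, then compounds added followed by HCVcc-Cre virus (~0.5 moi). After 44 h further culture, luciferase substrate was added, plates held 15 min at room temperature, and luminescence read for 15 sec.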
An asterisk follows results filed as active; ? = inconclusive; / = not tested or not shown; [ ] = remark or other dose. Unless noted, calls come from the whole dose curve; as a rule, active = well fitted curve in the direction sought with a large enough effect; inconclusive = small, poorly fitted or top-dose-only effect, or another doubt; inactive = no such curve, though single readings can be large; an effect the other way counts as inactive or inconclusive. Unless noted, % is set by controls: 0 for no effect and ±100 for the full control effect.

SMILES | AMA1-RON2 inh | TbPYK inhibitor | AmpC no deterg | AmpC detergent | HCMV antiviral | LmPK inhibitor | HCV inh
COCCCNc1nc(NCc2cccc(Cl)c2)c2cnn(C)c2n1 | / | -7% | / | 0% | ? | / | /
COc1cc2oc(=O)c(CC(=O)N3C[C@H]4C[C@@H](C3)c3cccc(=O)n3C4)c(C)c2cc1Cl | 22% | -3% | / | / | 42 | / | 24%
CCC(=O)Nc1ccc(NC(=O)CSc2nnnn2-c2ccc(OC)cc2)cc1 | -2% | -1% | -13% | -10% | -27 | 2% | -10%
CCOC(=O)CSc1nc2c(c(=O)[nH]c(=O)n2C)n1CCc1ccccc1 | 2% | -8% | -3% | ? | -4 | 1% | -22%
COCCn1cnc2c1c(=O)n(CC(=O)Nc1cc(C)on1)c(=O)n2Cc1ccccc1 | 0% | -7% | 0% | ? | 4 | -3% | 12%
CC(=C\C(=O)O)/C(=C/c1ccc(C)o1)C(=O)O | -12% | -2% | -11% | -9% | ? | 3% | -11%
COCCNC(=O)C1CCCN(C(=O)c2ccc3ccccc3n2)CC1 (configuration not stated) | 4% | 1% | / | / | 57 | / | /
COCC(=O)Nc1cc([N+](=O)[O-])ccc1OC | 8% | -6% | -6% | -11% | -26 | -2% | -13%
CC(C)NCCCOc1ccc(Cl)cc1Br | 7% | 2% | 16% | 7% | 22 | -5% | -14%
C=CCn1c(SC2CCOC2=O)nc2sc(CC)cc2c1=O (configuration not stated) | 8% | 2% | -11% | -2% | -8 | 2% | -22%
N#Cc1ccc(C23CC4(C2)[C@H](CN(CC2CCCCC2)[C@@H]4c2ccccc2)C3c2ccc(Cl)nc2)cc1 (some centres not stated) | 4% | -8% | 20% | -1% | -19 | 3% | -3%
CCCSc1nc(SCC(=O)NCc2ccccc2)c2c3c(sc2n1)COC(C)(C)C3 | 0% | -14% | -10% | 6% | 33 | 9% | 6%
O=C(NNC(=O)C1CCN(S(=O)(=O)c2ccccc2C(F)(F)F)CC1)c1ccccc1O | 73%[activator] | -1% | -43% | ? | -38 | / | ?
Cc1c(C(=O)N(C)C)c2ccc(Cl)cc2n1O | 0% | -6% | -21% | 2% | -34 | -4% | 0%
Cc1ccc2cc(C=O)c(N3CCOCC3)nc2c1C | -4% | 2% | -2% | ? | -18 | -1% | ?
O=C(Nc1cc(F)ccc1F)C1CCN(c2nc3ccccc3n3cccc23)CC1 | / | 3% | / | 4% | -10 | / | /
COc1ccc(OC)c2sc(NC(=O)CCSc3ccccc3)nc12 | 3% | 6% | -16% | -11% | -20 | -1% | 10µM*
COc1ccc(-n2c(NN)nc3sc4c(c3c2=O)CCCC4)cc1 | 40%[activator] | -17% | -27% | ? | -39 | 3% | ?
CCOC(=O)C(NC(=O)c1ccc(OC)cc1)(N1CCOCC1)C(F)(F)F (configuration not stated) | -1% | -1% | -8% | 4% | 7 | 1% | 7%
CCc1nc(Nc2ccccc2O)c2oc3ccccc3c2n1 | -15% | 4% | 4% | -14% | 33 | -5% | 7%
NC(=S)N/N=C/c1ccccc1[N+](=O)[O-] | 44%[activator] | -7% | -11% | 1% | -37 | 4% | -10%
CS(=O)(=O)N(CC(=O)N1CCCC1)c1ccc(Cl)cc1 | 11% | -1% | -17% | -1% | -7 | 2% | 16%
O=c1/c(=C/c2ccco2)sc2n1CN(c1cccc(Br)c1)CN=2 | -21% | -4% | -50% | -3% | -16 | 7% | -30%
O=C(Nc1nnc(C(F)(F)F)s1)c1c(F)cccc1F | 8% | -2% | -7% | -5% | -23 | 12% | -4%
CCc1nn(CC(=O)Nc2ccc(NC(C)=O)cc2)c(=O)c2cc3sccc3n12 | / | -1% | / | 29% | -5 | / | /

(list continues)
SMILES | AMA1-RON2 inh | TbPYK inhibitor | AmpC no deterg | AmpC detergent | HCMV antiviral | LmPK inhibitor | HCV inh
CN(C)/C=N/c1ncc(C(=O)c2ccc3ccccc3c2)s1 | 8% | -2% | 56% | -6% | 2 | 5% | ?
CCCN1CCC(=NNc2ccc(S(N)(=O)=O)cc2[N+](=O)[O-])CC1 | -3% | 2% | -35% | -10% | -39 | 0% | 4%
CC(=O)Oc1ccccc1C(=O)N1CCN(S(=O)(=O)c2ccc3ccccc3c2)CC1 | -3% | -2% | 107%[activator] | -11% | 3 | 5% | 2%
CC(C)c1cc(C(=O)NNC(=S)NC2CCCCC2)cs1 | 96%[activator] | -8% | 14µM* | 6% | -2 | -3% | ?
O=C(Nc1cc(Cl)ccc1O)C1CC(c2c(F)cccc2Cl)=NO1 (configuration not stated) | 2% | 5% | -47% | -6% | 9 | -11% | ?
COC(=O)c1cc(C(=O)N2CCN(c3ccccc3OC)CC2)cc([N+](=O)[O-])c1 | 13% | 1% | -9% | -14% | ? | 1% | -26%
Cc1cccc(C)c1NC(=O)N1C(C(=O)O)CSC1C(=O)O (configuration not stated) | 52%[activator] | ? | ? | -3% | 11 | -1% | 5%
CC(C)C(=O)Nc1nnc(SCC(=O)NCc2ccco2)s1 | 18% | 1% | -22% | ? | -23 | -2% | -1%
COc1ccc(CNC(c2ccccc2)c2ccc(Cl)cc2)cc1 (configuration not stated) | -20% | 25% | -41% | -2% | 11 | 4% | 6%
CCOC(=O)c1cn(CC)c2cc3c(cc2c1=O)OCO3 | -3% | 2% | -11% | 0% | 8 | / | 8%
CC1CCC(NC(=O)CN2C(=O)NC3(CCCCC3C)C2=O)CC1 (configuration not stated) | 1% | 0% | -21% | -4% | 0 | / | 11%
CC(Oc1ccc(Cl)cc1)C(=O)NCCCn1ccnc1 (configuration not stated) | 4% | -4% | -5% | -14% | -25 | -1% | 3%
CC(C)CC(COCc1cccc(Cl)c1)N1CCN(C(=O)c2ccc(C(F)(F)F)cc2)CCC1=O (configuration not stated) | 9% | 2% | 289%[activator] | -5% | 32 | 5% | 5%
COCCNC(=O)c1cc(-c2ccccc2)n(CC2CC(c3ccc(OC)cc3)=NO2)n1 (configuration not stated) | -21% | -2% | 175%[activator] | -3% | -8 | / | 13%
C=CCC[C@@H](Cc1ccc(F)cc1)C(=O)OC[C@H](Cc1c[nH]c2ccccc12)NC(=O)[C@@H](CC=C)CC(=O)N(CCO)Cc1ccccc1 | -16% | -10% | 61%[activator] | / | 164 | / | ?
CN1CCN(c2ncnc3c2[nH]c2ccc(F)cc23)CC1 | 7% | 2% | -18% | -5% | -13 | -4% | 10µM*
CC(C)OC(=O)C1C(=O)CC(C)(O)C(C(=O)OC(C)C)C1c1ccc(F)cc1 (configuration not stated) | 0% | -4% | 9% | ? | ? | 14% | 8%
N#CC1=C(N)N(c2ccc(Cl)c(Cl)c2)C(=O)C1 | 17% | 2% | -28%[11.4 µM] | ? | 58 | 5% | 13%
Cc1ccc(C(=O)C2=C(O)C(=O)N(Cc3cccnc3)C2c2ccc(Cl)c(Cl)c2)o1 (configuration not stated) | 163%[activator] | 0% | -30% | 4% | / | 1% | 8%
COC(=O)c1cccc(C(=O)N2CCCC(C(=O)c3cc(F)ccc3F)C2)c1 (configuration not stated) | -9% | -3% | 42% | 1% | -37 | 5% | 5%
CN(CC(=O)Nc1cccc2ccccc12)C(=O)/C=C/c1cccs1 | 34%[activator] | -19% | -32% | -12% | 8 | 0% | 33%[activator]
Cc1ccc2c(c1)C1(C)C(C(C)(C)N2C=O)C1(Cl)Cl (configuration not stated) | -1% | 3% | 13% | -1% | 3 | 5% | 18%
CC(C)CCN(Cc1ccco1)S(=O)(=O)c1csc(C(N)=O)c1 | 9% | 3% | -22% | -9% | 0 | 3% | 7%
Cn1cccc1/C=N/NC(=O)c1cc2ccccc2cc1O | 49%[activator] | -4% | ? | -6% | 18 | -8% | ?
COc1ccc(Cl)cc1NS(=O)(=O)c1ccc2c(c1)NC(=O)CCS2 | 1% | 4% | 12% | -5% | 0 | 17% | 0%

A second format for part of the listing above.
smiles	AMA1-RON2 inh	TbPYK inhibitor	AmpC no deterg	AmpC detergent	HCMV antiviral	LmPK inhibitor	HCV inh
CCCSc1nc(SCC(=O)NCc2ccccc2)c2c3c(sc2n1)COC(C)(C)C3	0%	-14%	-10%	6%	33	9%	6%
O=C(NNC(=O)C1CCN(S(=O)(=O)c2ccccc2C(F)(F)F)CC1)c1ccccc1O	73%[activator]	-1%	-43%	?	-38	/	?
Cc1c(C(=O)N(C)C)c2ccc(Cl)cc2n1O	0%	-6%	-21%	2%	-34	-4%	0%

(cont.)
SMILES | AMA1-RON2 inh | TbPYK inhibitor | AmpC no deterg | AmpC detergent | HCMV antiviral | LmPK inhibitor | HCV inh
CCOc1ccc(CNC(=O)c2cccc(NC(=O)C3=C(C)OCCS3)c2)cc1 | -5% | 0% | -29% | 6% | ? | -7% | -2%
O=C(NCCc1nnc2ccc(NCCCN3CCOCC3)nn12)c1ccccc1 | -16% | -6% | -19% | 8% | -8 | 1% | 21%
CC(=O)Nc1ccc(S(=O)(=O)N2CCCC(C(=O)O)C2)cc1 (configuration not stated) | 6% | 3% | 0% | -3% | ? | 2% | 14%
COc1cc(/C=N/NC(=O)c2ccc(COc3ccccc3Cl)o2)cc(Br)c1O | 16%[2.32 µM] | -9% | -42% | -7% | -38 | 3% | -14%
COc1ccccc1-n1c(=O)c2c3c(sc2n2c(SC(C)C)nnc12)CCC3 | -1% | -3% | -2% | 6% | ? | 1% | 0%
CNCCCC1c2ccccc2C=Cc2ccccc21 | 4% | -5% | 30% | -10% | -6 | 5% | ?
COc1ccc(S(=O)(=O)N2CCN(CC(O)COc3ccc(C#N)cc3)CC2)cc1OC (configuration not stated) | -9% | 3% | 170%[activator] | 3% | -3 | 0% | 13%
C=CCC1([C@@H](C)CCC)C(=O)NC(=O)NC1=O | 11% | -10% | -13% | / | -7 | / | -52%
CC1C/C(=N/NC(=O)c2cccc(F)c2)c2ccc(O)cc2C1 (configuration not stated) | 15% | 0% | -21% | -1% | -11 | 4% | ?
O=C(CN1C(=O)NC(CCc2ccccc2)C1=O)NC1CC1 (configuration not stated) | 8% | 4% | -1%[11.4 µM] | -4% | -11 | -2% | -3%
O=C(C[n+]1cccc(/C=N/O)c1)N1CCCCCC1 | 10% | 0% | -16% | 5% | 2 | 4% | -10%
O=C(/C=C/Nc1ccccc1C(F)(F)F)c1ccco1 | -16% | 2% | -27% | -2% | 77 | -27% | ?
O=C(c1ccc(OC2CCN(CCc3ccccc3)CC2)cc1)N1CCC(CO)CC1 | 9% | -4% | 39% | 9% | 3 | -5% | 8%

Screens: PubChem BioAssay, National Center for Advancing Translational Sciences (NCATS)

The order is random. About 7.5% of those tested had a hit in this group.
